From PubChem
RGS8-Gao = regulators of human RGS8-Galphao interaction. P09471. multiplexed bead flow cytometry, RGS8-Galphao binding; actives lie on both sides. response (percent of control binding), % at 10 µM. 220,000 compounds, 0.34% hits. AID 1423; in the data active = response below about 60% or above about 140%; inactive = in between;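 also: Galphao activated as the GDP aluminium fluoride complex binding bead-coupled RGS8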
Target sequence (P09471 whole entry, looked up): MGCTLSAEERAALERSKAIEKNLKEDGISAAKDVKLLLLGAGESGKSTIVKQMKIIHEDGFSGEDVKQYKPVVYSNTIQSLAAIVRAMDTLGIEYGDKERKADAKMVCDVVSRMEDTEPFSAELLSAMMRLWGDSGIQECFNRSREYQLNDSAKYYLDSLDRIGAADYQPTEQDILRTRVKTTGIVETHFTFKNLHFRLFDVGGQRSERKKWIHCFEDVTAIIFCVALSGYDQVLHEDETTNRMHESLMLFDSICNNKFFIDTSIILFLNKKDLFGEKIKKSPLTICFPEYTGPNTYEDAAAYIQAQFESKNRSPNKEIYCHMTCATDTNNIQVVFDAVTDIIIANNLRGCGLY
Mcl1 Noxa PPI = disrupts binding of human Mcl-1 to Noxa peptide | Q07820 | TR-FRET Mcl-1/Noxa peptide binding, 2 h | inhibition, % at 21.7 µM | 220,000 compounds, 1.5% hits | AID 1022;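 active = compounds that cut the protein-peptide binding signal by more than 50% relative to plate controls in a single-dose test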;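 also: His-tagged Mcl-1 with rhodamine Noxa BH3 peptide and terbium anti-His antibody; 0% = Mcl-1 plus Noxa peptide wells and 100% = peptide-only wells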
Bim-Bcl-XL = human Bim-Bcl-XL interaction inhibition; Q07817; 190,000 compounds, 0.04% hits; Bim peptide-Bcl-XL binding, bead flow cytometry, fluorescence; inhibition, % at 10 µM
Target sequence (Q07817 whole entry, looked up): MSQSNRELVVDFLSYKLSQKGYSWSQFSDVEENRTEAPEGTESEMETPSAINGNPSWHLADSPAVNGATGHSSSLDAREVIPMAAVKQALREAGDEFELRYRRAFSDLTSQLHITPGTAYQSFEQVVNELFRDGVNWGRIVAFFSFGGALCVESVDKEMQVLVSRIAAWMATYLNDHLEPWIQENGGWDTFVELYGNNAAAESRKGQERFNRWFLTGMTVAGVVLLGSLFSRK
Mcl1 Bid PPI = disrupts binding of human Mcl-1 to Bid peptide. TR-FRET Mcl-1/Bid-Dy647 peptide binding, 1536-well. inhibition, % at 21.7 µM. 220,000 compounds, 0.97% hits. AID 1021;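 active = compounds that cut the binding signal by more than half at the single screening dose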;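 also: His-tagged Mcl-1 with europium anti-His antibody binding Bid BH3 peptide; 0% = Mcl-1 plus peptide wells and 100% = peptide-only wells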
Bcl-B Bim block = inhibitors of Bim-Bcl-B interaction, human; bead-based flow cytometry, Bim peptide-Bcl-B binding; inhibition, % at 10 µM; 190,000 compounds, 0.073% hits;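 also: 0% = tracer peptide without compound and 100% = reference inhibitor peptide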
Target sequence (Q9HD36 whole entry, looked up): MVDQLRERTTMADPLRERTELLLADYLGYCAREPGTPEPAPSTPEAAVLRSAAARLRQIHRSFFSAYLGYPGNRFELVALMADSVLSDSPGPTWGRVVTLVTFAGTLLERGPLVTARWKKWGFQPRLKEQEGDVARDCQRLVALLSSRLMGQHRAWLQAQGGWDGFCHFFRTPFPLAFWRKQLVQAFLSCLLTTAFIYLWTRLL
Bim-Bcl-2 = disrupts Bim peptide binding to human Bcl-2. 190,000 compounds, 0.06% hits. inhibition, % at 10 µM. Bead-based flow cytometry, Bim peptide-Bcl-2 binding. P10415; in the data active = inhibition above about 40%; inconclusive = no clear call, values can overlap the other calls;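 also: 0% = no compound wells with probe peptide and 100% = reference peptide inhibitor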
Bim-Mcl-1 = inhibitors of Bim-Mcl-1 interaction, human; inhibition, % at 10 µM; Q07820; Bead-based flow cytometry, Bim peptide-Mcl-1 binding; 190,000 compounds, 0.1% hits;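 also: 0% = no compound tracer wells and 100% = peptide blocker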
Bcl-W Bim block = human Bim-Bcl-W interaction inhibition | bead-based flow cytometry, Bim peptide-Bcl-W binding | inhibition, % at 10 µM | 190,000 compounds, 0.02% hits;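 also: 0% = bound tracer without compound and 100% = peptide blocker; higher means less fluorescent Bim peptide bound to Bcl-W beads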
Target sequence (Q92843 whole entry, looked up): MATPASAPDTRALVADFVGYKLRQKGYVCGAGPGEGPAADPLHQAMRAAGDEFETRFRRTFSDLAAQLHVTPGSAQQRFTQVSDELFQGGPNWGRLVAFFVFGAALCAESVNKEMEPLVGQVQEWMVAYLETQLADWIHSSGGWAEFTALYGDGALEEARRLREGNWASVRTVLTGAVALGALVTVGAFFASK
RGS7-Gao reg = regulators of human RGS7-Galphao interaction | Multiplexed bead flow cytometry, RGS7-Galphao binding; actives lie on both sides | binding response (% of control), % at 10 µM | 220,000 compounds, 0.35% hits; in the data active = binding response below about 49% or above about 150%; inconclusive = no clear call, values can overlap the other calls; inactive = in between;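 also: fluorescent Galphao held in activated GDP-AlF4 state binding bead-coupled RGS7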
RGS4-Gao reg = human RGS4-Galphao interaction regulation; Multiplexed bead flow cytometry, RGS4-Galphao binding; actives lie on both sides; binding response (% of control), % at 10 µM; 220,000 compounds, 0.33% hits; AID 1415; in the data active = binding response below about 49% or above about 150%; inactive = in between;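 also: fluorescent Galphao activated with aluminum fluoride binding bead-coupled RGS4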
Bim-Bfl-1 = disrupts Bim binding to human Bfl-1; Q16548; Bead-based flow cytometry, Bim-Bfl-1 binding inhibition; inhibition, % at 10 µM; 190,000 compounds, 0.12% hits;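 also: 0% = wells without compound plus tracer and 100% = blocker peptide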
An asterisk follows results filed as active; ? = inconclusive; . = not tested or not shown. Rule as the data show it, unless noted: active = inhibition above about 40%.

Order of results – RGS8-Gao, Mcl1 Noxa PPI, Bim-Bcl-XL, Mcl1 Bid PPI, Bcl-B Bim block, Bim-Bcl-2, Bim-Mcl-1, Bcl-W Bim block, RGS7-Gao reg, RGS4-Gao reg, Bim-Bfl-1
CC(=O)c1ccc(OCC(O)CN2CCN(c3ccccn3)CC2)cc1 (centres undefined)
 : 101, 28, -12, 27, -10, -10, -6, -8, 103, 107, -14
CCOC(=O)c1c(NC(=O)CSc2nnc(-c3c[nH]c4ccccc34)n2CCOC)sc2c1CCCCC2
 : 100, 6, -2, 4, -9, 1, -3, -3, 91, 91, 0
O=C(Nc1nc2ccccc2s1)NC1CCCCC1
 : 99, 2, -2, -34, -2, 0, -2, -3, 96, 99, -3
O=C1C(NS(=O)(=O)c2cccs2)=C(N2CCN(c3cccc(Cl)c3)CC2)C(=O)c2ccccc21
 : 101, 3, 0, -10, -6, -10, -1, 2, 97, 97, -8
CCN(CC)CC(=O)N1c2ccccc2CCc2ccc(NC(=O)c3cc(OC)c(OC)c(OC)c3)cc21
 : 99, 17, ., 8, ., ., ., ., ?, 101, .
S=c1[nH]nc(Nc2cccc(Cl)c2)s1
 : 104, 21, -4, -24, -13, -3, 0, 2, 103, 99, 0
COc1cc(C(c2sc3nc(C)nn3c2O)N2CCN(c3ccccc3)CC2)cc(OC)c1OC (centres undefined)
 : 100, 1, -3, -22, -3, -7, 0, 0, 100, 98, -8
CCN(CC)S(=O)(=O)c1cccc(NC(=O)COc2ccc(C#N)cc2OC)c1
 : 104, 15, -3, -28, -4, 0, -1, 1, 104, 103, -1
CCn1cnc2sc(C(=O)N3CCN(Cc4ccc5c(c4)OCO5)CC3)c(C)c2c1=O
 : 104, 21, -7, 23, -8, -9, -3, 1, 99, 102, -13
CS(=O)(=O)c1ncc(CO)n1Cc1ccccc1
 : 100, 16, 0, 10, -9, -11, -3, -6, ?, 101, -7
N#C/C(=C/c1ccc(-c2ccc(S(N)(=O)=O)cc2)o1)C(=O)Nc1ccccc1
 : 104, 36, -1, -18, -1, -2, 3, -1, 101, 99, -1
COc1ccc(S(=O)(=O)N2CCN(c3cc(-c4ccccc4)nc4ncnn34)CC2)cc1
 : 102, -8, -3, -22, -4, -4, -2, -4, 102, 100, -1
O=C(C1CC(c2ccccc2O)=NO1)N1CCCCC1 (centres undefined)
 : 101, 19, -6, 8, 0, 0, -2, 0, 99, 97, 0
COc1cccc2c(O)cc(=O)n(C)c12
 : 103, -20, -3, -3, -3, 0, 0, -2, 103, 102, -1
Cc1cc(C(F)(F)F)n2nc(-c3sccc3-n3cccc3)cc2n1
 : 99, -22, 0, -63, 10, 7, 2, 4, 99, 101, 2
Cn1cc(C(c2ccccn2)c2cn(C)c3ccccc23)c2ccccc21
 : 101, 8, -2, -11, -7, -8, -1, 1, 103, 97, -9
CN(C(=O)c1cccs1)c1ccccc1C(=O)O
 : 98, -4, -2, -52, 0, 0, 3, 0, 99, 99, -5
C/C(=N\OC(=O)c1ccc(C)cc1)c1c(C)nc2cc(C)ccn12
 : 102, 28, -1, -17, -2, -4, 0, 0, 106, 101, -6
Cc1cc(N2CCN(C3CCCC3)CC2)n2c(nc3ccccc32)c1C#N
 : 101, 10, -5, 2, -8, -3, -3, -3, 100, 100, -3
COc1ccc(CC(NC(C)=O)C(=O)NC2CCN(S(=O)(=O)c3ccccc3)CC2)cc1OC (centres undefined)
 : 102, -1, -9, -7, -8, -7, -3, -2, 101, 104, -14

Copied from the list:
Mcl1 Bid PPI with C/C(=N\OC(=O)c1ccc(C)cc1)c1c(C)nc2cc(C)ccn12 reads -17
Bcl-W Bim block with S=c1[nH]nc(Nc2cccc(Cl)c2)s1 reads 2

Limited to Bim-Bcl-XL and Mcl1 Bid PPI, for three of the compounds above:
smiles | Bim-Bcl-XL | Mcl1 Bid PPI
CS(=O)(=O)c1ncc(CO)n1Cc1ccccc1 | 0 | 10
COc1ccc(S(=O)(=O)N2CCN(c3cc(-c4ccccc4)nc4ncnn34)CC2)cc1 | -3 | -22
COc1cc(C(c2sc3nc(C)nn3c2O)N2CCN(c3ccccc3)CC2)cc(OC)c1OC (centres undefined) | -3 | -22

The main list resumes, starting 2 compounds before the break.
Order of results – RGS8-Gao, Mcl1 Noxa PPI, Bim-Bcl-XL, Mcl1 Bid PPI, Bcl-B Bim block, Bim-Bcl-2, Bim-Mcl-1, Bcl-W Bim block, RGS7-Gao reg, RGS4-Gao reg, Bim-Bfl-1
Cc1cc(N2CCN(C3CCCC3)CC2)n2c(nc3ccccc32)c1C#N
 : 101, 10, -5, 2, -8, -3, -3, -3, 100, 100, -3
COc1ccc(CC(NC(C)=O)C(=O)NC2CCN(S(=O)(=O)c3ccccc3)CC2)cc1OC (centres undefined)
 : 102, -1, -9, -7, -8, -7, -3, -2, 101, 104, -14
Cc1c(NC(=O)OC(C)C)sc(=S)n1C
 : 103, 20, -2, -23, -3, 4, -1, 0, 102, 101, 3
CCOC(=O)C(C)Oc1ccc2c(CC)cc(=O)oc2c1C (centres undefined)
 : 99, -7, -3, -6, -8, -6, -7, 0, 95, 94, -11
Cn1nc(C(F)(F)F)c(-c2ccc(Br)cc2)c1NC(=O)CSCC(=O)O
 : 99, 1, ., 1, ., ., ., ., ?, 99, .
CSc1cccc(NC(=O)C2CCCN2S(=O)(=O)c2ccc(Br)s2)c1 (centres undefined)
 : 98, 12, -9, -37, -4, -4, 0, -2, 97, 102, -1
C=CCc1cc(C(=O)N2CCCCC2)ccc1O
 : 94, 10, -12, -12, -10, -6, -2, 0, 97, 98, -13
Cc1ccc(C(=O)Cn2cccn2)cc1
 : 102, 20, -2, 6, 0, 1, -1, -2, 99, 101, 0
CNCC[C@H](Oc1cccc2ccccc12)c1cccs1
 : 102, -19, 0, -5, -2, -2, 0, -2, 106, 103, 0
COc1cc(CN2CCN(c3cccc(C)c3C)CC2)cc(OC)c1O
 : 102, 15, 0, -22, -3, -5, 0, 1, 100, 101, -3
O=C(OCC(F)(F)C(F)F)c1ccccc1C(=O)Oc1ccc(F)cc1F
 : 99, ., 1, -7, -3, -4, 0, -3, 108, 98, 0
CCCn1c(SCC(=O)NC(C)C23CC4CC(CC(C4)C2)C3)n[nH]c1=O (centres undefined)
 : 102, 22, 0, -4, -1, -4, -3, -1, 99, 103, -4
c1ccc(-c2c[n+]3c(n2-c2ccccc2)CCC3)cc1
 : 96, -1, ., -18, ., ., ., ., ?, 95, .
CC(Sc1nc2cc(Cl)ccc2s1)C(=O)Nc1ccc2c(c1)OCO2 (centres undefined)
 : 123, 20, -1, -2, -1, 0, -2, 5, 118, 104, 0
CC1=CC(=C(C#N)C#N)C=C(C)N1CCN1CCN(C(=O)Nc2ccc(Cl)c(Cl)c2)CC1
 : 94, -11, -5, 19, -4, 0, 1, -3, 94, 94, 2
CCOc1ccc(Cc2nnc(SCC(N)=O)n2C)cc1
 : 95, 10, -8, 6, -10, -3, -3, 2, 91, 88, -14
CC(=O)Nc1ccccc1NC(=O)c1cccc2ccccc12
 : 100, 6, -2, -28, -5, -6, -3, -2, 95, 97, -1
COc1ccc(/C=C/C(=O)Nc2ccc(N3CCOCC3)cc2)cc1
 : 98, 14, 31, -33, 16, 24, 25, 20, 99, 99, 29
Cc1c(/C=C2\SC(=O)N(CC(=O)Nc3ccc4c(c3)OCO4)C2=O)c2ccccc2n1C
 : 105, 31, -3, -5, 0, 0, 0, 1, 109, 106, -1
O=C(O)C(=O)Cc1c[nH]c2ccccc12
 : 89, 46, -2, -3, -3, 0, -1, -2, 96, 96, -1
CSc1ccccc1Sc1cc(C(=O)O)c2ccccc2n1
 : 103, 11, -10, 10, 0, 1, 1, -8, 104, 102, -1
Nc1nc(Cl)nc(N(c2ccccc2)c2ccccc2)n1
 : 101, 10, -2, -8, -1, 0, -2, 0, 102, 99, -1

Seven of the entries above in order of their number in RGS8-Gao, largest number first:
Order of results – RGS8-Gao, Mcl1 Noxa PPI, Bim-Bcl-XL, Mcl1 Bid PPI, Bcl-B Bim block, Bim-Bcl-2, Bim-Mcl-1, Bcl-W Bim block, RGS7-Gao reg, RGS4-Gao reg, Bim-Bfl-1
Cc1c(/C=C2\SC(=O)N(CC(=O)Nc3ccc4c(c3)OCO4)C2=O)c2ccccc2n1C
 : 105, 31, -3, -5, 0, 0, 0, 1, 109, 106, -1
S=c1[nH]nc(Nc2cccc(Cl)c2)s1
 : 104, 21, -4, -24, -13, -3, 0, 2, 103, 99, 0
O=C1C(NS(=O)(=O)c2cccs2)=C(N2CCN(c3cccc(Cl)c3)CC2)C(=O)c2ccccc21
 : 101, 3, 0, -10, -6, -10, -1, 2, 97, 97, -8
COc1cc(C(c2sc3nc(C)nn3c2O)N2CCN(c3ccccc3)CC2)cc(OC)c1OC (centres undefined)
 : 100, 1, -3, -22, -3, -7, 0, 0, 100, 98, -8
Cc1cc(C(F)(F)F)n2nc(-c3sccc3-n3cccc3)cc2n1
 : 99, -22, 0, -63, 10, 7, 2, 4, 99, 101, 2
COc1ccc(/C=C/C(=O)Nc2ccc(N3CCOCC3)cc2)cc1
 : 98, 14, 31, -33, 16, 24, 25, 20, 99, 99, 29
O=C(O)C(=O)Cc1c[nH]c2ccccc12
 : 89, 46, -2, -3, -3, 0, -1, -2, 96, 96, -1

Next structures follow.
Order of results – RGS8-Gao, Mcl1 Noxa PPI, Bim-Bcl-XL, Mcl1 Bid PPI, Bcl-B Bim block, Bim-Bcl-2, Bim-Mcl-1, Bcl-W Bim block, RGS7-Gao reg, RGS4-Gao reg, Bim-Bfl-1
COc1ccc(N2C(=O)/C(=C\c3ccco3)N=C2SCC(=O)NC(C)(C)C)cc1Cl
 : 100, 12, -4, -4, -4, -2, -3, -1, 98, 101, -2
Cn1c(C(=O)O)ccc1S(=O)(=O)N(Cc1ccccc1)Cc1ccccc1
 : 132, 2, ., 2, ., ., ., ., ?, 146, .
COc1ccc(NC(=O)Nc2ccc(F)c(F)c2)c(OC)c1
 : 99, 7, -1, -48, -4, -4, -4, -5, 98, 104, -6
Cc1ccc(C(=O)Nc2cccc(-c3cnc4ccccc4n3)c2)cc1
 : 89, -11, 1, -9, 1, 4, -2, -4, 92, 92, 6
